PRMT1 FP inh – PRMT1 methyltransferase inhibitors, primary screen, biochemical, fluorescence polarization. Protein arginine N-methyltransferase 1 (Homo sapiens), Q99873. recombinant PRMT1, activity-based probe fluorescence polarization. inhibition, % at 2.79 µM. hit rate 1.3% among 370,000. AID 652257, 2013;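 active = inhibition above about 21% made by adding two undisclosed values, limit read from the data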
MBD2 inh – inhibitors of MBD2 binding to methylated DNA, primary screen, biochemical, TR-FRET, DNA-binding domain, human. Methyl-CpG-binding domain protein 2 (Homo sapiens), Q9UBB5. MBD2 binding to methylated oligonucleotide. inhibition, % at 4.4 µM. hit rate 0.31% among 370,000. AID 686964, 2013; in the data active = inhibition above about 13%
TCR CD3 inh – inhibitors of human TCR-CD3 interaction, primary screen, biochemical, fluorescence, TAMRA-labeled TCR probe. T-cell receptor (TCR). inhibition, % at 9.4 µM. hit rate 0.37% among 360,000; in the data active = inhibition above about 19%;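 also: recombinant mutant TCR 2C K166C tagged with TAMRA read by polarization; 0% = receptor in buffer alone and 100% = receptor with positive control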
LEDGF integ inh – blockers of LEDGF/p75-dependent integrase strand transfer – biochemical, TR-FRET, high throughput, primary screen | HIV-1 integrase (with human LEDGF/p75) | TR-FRET IN-LEDGF/p75 DNA integration, Eu/Cy5 | hit rate 0.64% among 370,000 | inhibition, % at 3.7 µM;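 active = inhibition above the screen-wide mean plus 3 SD, cut at about 13% in these data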;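 also: signal is the Cy5 over europium emission ratio at 671 and 618 nm; 0% = plate median of compound wells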
TDP2 inh – human TDP2 enzyme inhibitors, primary screen, biochemical, epi absorbance, recombinant enzyme. hit rate 0.34% among 370,000. inhibition, % at 12.8 µM. Tyrosyl-DNA phosphodiesterase 2 (Homo sapiens), O95551. T5PNP hydrolysis, p-nitrophenol absorbance 415 nm. AID 720702, 2013;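 active = inhibition above the mean of all tested compounds plus 3 SD, set per campaign, cut at about 25% in these data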;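 also: 0% = DMSO with enzyme and 100% = buffer with substrate but no TDP2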
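System: recombinant human TDP2 / Amount: 120 nM TDP2 per well / Also added: 5 mM T5PNP chromogenic substrate / Doses: 12.8 µM single point, 1% DMSO / Incubation: 2 h at 37 °C / Detection: p-Nitrophenol epi absorbance / Evaluation: % inhibition relative to enzyme-containing and enzyme-free wells / Repeats: singlicate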
UHRF1 MBD2 ctr – UHRF1 methylated DNA binding inhibitors, primary screen, counter-screen for MBD2 inhibitor project, biochemical, TR-FRET, human UHRF1, single concentration; inhibition, % at 4.4 µM; hit rate 0.75% among 370,000; UHRF1 binding to methylated oligo; in the data active = inhibition above about 21%;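 also: UHRF1 SRA domain binding a hemimethylated CpG hairpin DNA probe; 0% = median of test compound wells and 100% = reference inhibitor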
proKLK7 act – proKLK7 zymogen activators, primary screen, biochemical, fluorescence intensity | purified proKLK7, EDANS-DABCYL substrate fluorescence; 100% is mature enzyme control, 0% vehicle | activation, % at 7 µM | hit rate 0.9% among 370,000 | AID 652039, 2013;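 active = activation above the mean of all tested compounds plus 3 SD, computed per campaign excluding outliers beyond control limits, cut at about 13% in these data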
SIAE inh – human SIAE inhibitors, primary screen, biochemical, fluorescence polarization, FP-Rh probe, 1536-well HTS; Sialate O-acetylesterase (Homo sapiens), Q9HAT2; SIAE FP-Rh probe binding; inhibition, % at 9.66 µM; hit rate 0.69% among 370,000; AID 1053197, 2014;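 active = inhibition above a cutoff: mean of compounds within the control limits plus 3 SD of those, cut at about 17% in these data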;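 also: 0% = plate median of compound wells and 100% = probe without SIAE protein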
Target sequence (Q9HAT2 whole entry, looked up): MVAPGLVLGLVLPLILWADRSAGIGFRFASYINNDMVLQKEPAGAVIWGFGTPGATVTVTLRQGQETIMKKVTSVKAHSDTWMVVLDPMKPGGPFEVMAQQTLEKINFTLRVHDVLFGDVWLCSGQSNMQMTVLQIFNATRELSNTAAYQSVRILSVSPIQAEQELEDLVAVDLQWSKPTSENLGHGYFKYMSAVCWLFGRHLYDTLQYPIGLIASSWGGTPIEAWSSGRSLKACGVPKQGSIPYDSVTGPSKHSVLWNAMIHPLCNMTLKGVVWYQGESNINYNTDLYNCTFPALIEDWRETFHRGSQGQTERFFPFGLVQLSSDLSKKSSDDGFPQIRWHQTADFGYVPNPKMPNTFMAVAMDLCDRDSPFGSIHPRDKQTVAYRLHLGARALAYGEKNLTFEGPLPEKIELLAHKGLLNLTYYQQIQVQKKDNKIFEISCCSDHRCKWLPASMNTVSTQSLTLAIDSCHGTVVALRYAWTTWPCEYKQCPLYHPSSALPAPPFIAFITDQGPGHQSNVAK
DDE Tn6 FP inh – inhibitors of Tn6 peptide binding to fibrin DD(E), primary screen, biochemical, fluorescence polarization, human fibrin, Tn6 probe. Fibrin DD(E) TRITC-Tn6 fluorescence polarization displacement. inhibition, % at 8.3 µM. hit rate 0.21% among 370,000;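 active = inhibition above a per-campaign cutoff: mean of compounds within control limits plus 3 SD, cut at about 15% in these data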;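 also: 0% = median of all compound wells on the plate and 100% = blocking peptide control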
Target sequence (P02675 whole entry, looked up): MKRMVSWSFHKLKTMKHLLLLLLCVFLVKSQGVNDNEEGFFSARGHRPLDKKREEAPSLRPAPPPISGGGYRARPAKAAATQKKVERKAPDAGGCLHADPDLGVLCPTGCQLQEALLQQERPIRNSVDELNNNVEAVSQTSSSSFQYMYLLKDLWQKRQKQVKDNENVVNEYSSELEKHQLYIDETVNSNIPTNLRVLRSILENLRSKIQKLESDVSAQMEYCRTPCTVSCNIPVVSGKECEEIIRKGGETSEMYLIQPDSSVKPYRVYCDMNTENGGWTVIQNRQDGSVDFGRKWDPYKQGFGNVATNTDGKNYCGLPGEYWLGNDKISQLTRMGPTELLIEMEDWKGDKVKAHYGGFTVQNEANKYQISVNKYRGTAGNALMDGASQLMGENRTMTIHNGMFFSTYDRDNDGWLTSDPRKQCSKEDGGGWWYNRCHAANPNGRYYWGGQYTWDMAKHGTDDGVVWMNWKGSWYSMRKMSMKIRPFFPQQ
Tn7 DDE FP – inhibitors of Tn7 peptide binding to fibrin DD(E), primary screen, biochemical, fluorescence polarization, human fibrin, Tn7 probe; Fibrinogen beta chain (Homo sapiens), P02675; FP displacement of FITC-Tn7 peptide from fibrin DD(E); 0% = median of compound wells per plate; inhibition, % at 8.3 µM; hit rate 0.13% among 370,000; AID 720508, 2013;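 active = inhibition above the mean of compounds falling within the control limits plus 3 SD of them, cut at about 14% in these data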;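 also: 0% = plate median of compound wells and 100% = 10 µM Aha-Tn7 peptide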
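Test system: human clot-derived fibrin DD(E) complex / Quantity: 2 µM final DD(E) protein / Incubation: 10 min plus 3 h, room temperature / Measured by: fluorescence polarization / Benchmarks: high control of 10 µM Aha-Tn7 peptide / Replicates: singlicate testing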
An asterisk follows results filed as active.

`CC(C)n1c(N2CCN(C(=O)Nc3ccc(F)cc3F)CC2)nc2ccccc21` gave PRMT1 FP inh 0, MBD2 inh -1, TCR CD3 inh 5, LEDGF integ inh 1, TDP2 inh -6, UHRF1 MBD2 ctr 3, proKLK7 act 0.1, SIAE inh -1, DDE Tn6 FP inh 3 and Tn7 DDE FP -7.
Screening CC1CCCCC1N=C1NC(C)(C)CS1 (stereo unspecified) returned PRMT1 FP inh 1, MBD2 inh 3, TCR CD3 inh -3, LEDGF integ inh 0, TDP2 inh 7, UHRF1 MBD2 ctr 0, proKLK7 act 0.4, SIAE inh 0, DDE Tn6 FP inh 6 and Tn7 DDE FP -4.
Screening CC1CC(C)CN(CCOc2cccc3ccccc23)C1 (stereo unspecified) returned PRMT1 FP inh 0, MBD2 inh 0, TCR CD3 inh 2, LEDGF integ inh -2, TDP2 inh 4, UHRF1 MBD2 ctr -3, proKLK7 act -0.1, SIAE inh 0, DDE Tn6 FP inh 6 and Tn7 DDE FP -8.
`COc1cc(/C=N/NC(=S)NCCN2CCOCC2)cc(OC)c1OC` gave PRMT1 FP inh 1, MBD2 inh -1, TCR CD3 inh 10, LEDGF integ inh -1, TDP2 inh 20, UHRF1 MBD2 ctr -4, proKLK7 act 0.6, SIAE inh 11, DDE Tn6 FP inh 2 and Tn7 DDE FP 2.
For C[C@H](CO)N1C[C@H](C)[C@@H](CN(C)S(=O)(=O)c2cccc(C#N)c2)OCc2cn(nn2)CCCC1=O the results were PRMT1 FP inh 4, MBD2 inh 3, TCR CD3 inh -4, LEDGF integ inh 1, TDP2 inh 3, UHRF1 MBD2 ctr 0, proKLK7 act -0.3, SIAE inh -1, DDE Tn6 FP inh -2 and Tn7 DDE FP -2.
For C=CCOC(=O)N[C@@H](c1cccc(OC)c1)[C@@H](C)/C=C/CC(=O)O the results were PRMT1 FP inh 5, MBD2 inh -5, LEDGF integ inh 0, TDP2 inh 9, UHRF1 MBD2 ctr -1, proKLK7 act -0.4, SIAE inh -3, DDE Tn6 FP inh 1 and Tn7 DDE FP 3.
For O=C(Nc1ccc(CN2CCOCC2)cc1)c1ccccc1F the results were PRMT1 FP inh -1, MBD2 inh 6, TCR CD3 inh -4, LEDGF integ inh 2, TDP2 inh 6, UHRF1 MBD2 ctr 0, proKLK7 act 0.0, SIAE inh 5, DDE Tn6 FP inh -1 and Tn7 DDE FP 1.
Screening N#Cc1nc(COc2ccccc2)oc1N1CCCC1 returned PRMT1 FP inh 3, MBD2 inh -3, TCR CD3 inh 0, LEDGF integ inh -2, TDP2 inh -5, UHRF1 MBD2 ctr 1, proKLK7 act -1.0, SIAE inh -3, DDE Tn6 FP inh -1 and Tn7 DDE FP 2.
Cc1cc(C2C(=O)NC(=O)C2=O)c(C)cc1Br (stereo unspecified) was read as PRMT1 FP inh 1, MBD2 inh 3, TCR CD3 inh 1, LEDGF integ inh 1, TDP2 inh 6, UHRF1 MBD2 ctr 0, proKLK7 act -0.6, SIAE inh 3, DDE Tn6 FP inh 1 and Tn7 DDE FP -8.
CCOC(=O)C1CCCN(CC(=O)Nc2c(C(=O)OC)[nH]c3ccccc23)C1 (stereo unspecified) was read as PRMT1 FP inh -2, MBD2 inh -3, TCR CD3 inh -2, LEDGF integ inh -3, TDP2 inh 8, UHRF1 MBD2 ctr 2, proKLK7 act 1.0, SIAE inh 5, DDE Tn6 FP inh -4 and Tn7 DDE FP -5.
`Cc1cc(/C=C(\C#N)C(=O)NCc2ccco2)c(C)[nH]1` gave PRMT1 FP inh -1, MBD2 inh -2, TCR CD3 inh 7, LEDGF integ inh -3, TDP2 inh -9, UHRF1 MBD2 ctr 4, proKLK7 act 0.1, SIAE inh 8, DDE Tn6 FP inh 3 and Tn7 DDE FP 0.
For N#Cc1ccc(-c2ccccc2)nc1SCCN1CCOCC1 the results were PRMT1 FP inh 6, MBD2 inh 1, TCR CD3 inh 1, LEDGF integ inh 3, TDP2 inh -6, UHRF1 MBD2 ctr -3, proKLK7 act 0.3, SIAE inh 1, DDE Tn6 FP inh 5 and Tn7 DDE FP 3.
For O=[N+]([O-])c1cc(S(=O)(=O)NCCN2CCOCC2)ccc1Sc1nnnn1-c1ccccc1 the results were PRMT1 FP inh -2, MBD2 inh -5, TCR CD3 inh 3, LEDGF integ inh 4, TDP2 inh 7, UHRF1 MBD2 ctr 0, proKLK7 act 0.7, SIAE inh 9, DDE Tn6 FP inh -4 and Tn7 DDE FP -4.
`O=C1CCC(C(=O)O)N1` (stereo unspecified) gave PRMT1 FP inh -4, MBD2 inh 0, TCR CD3 inh 4, LEDGF integ inh 4, TDP2 inh 10, UHRF1 MBD2 ctr -3, proKLK7 act -0.7, SIAE inh -3, DDE Tn6 FP inh 3 and Tn7 DDE FP -2.
Screening C[C@H]1/C=C/CC(=O)N[C@@H](c2ccccc2)[C@@H](C)/C=C/CC(=O)N[C@H]1c1ccccc1 returned PRMT1 FP inh -4, MBD2 inh -3, LEDGF integ inh 2, TDP2 inh -7, UHRF1 MBD2 ctr 1, proKLK7 act 0.0, SIAE inh 2, DDE Tn6 FP inh 1 and Tn7 DDE FP -10.
C=C1CCN([C@@H](CC(C)C)C(=O)Nc2ccc(OC)cc2)S(=O)(=O)c2ccccc21 was read as PRMT1 FP inh 3, MBD2 inh 2, TCR CD3 inh -4, LEDGF integ inh -3, TDP2 inh -9, UHRF1 MBD2 ctr 5, proKLK7 act 0.1, SIAE inh 0, DDE Tn6 FP inh 1 and Tn7 DDE FP 0.
CCCS(=O)(=O)N1CCN(Cc2ccncc2)CC1 was read as PRMT1 FP inh -1, MBD2 inh 1, TCR CD3 inh -5, LEDGF integ inh 1, TDP2 inh 1, UHRF1 MBD2 ctr -1, proKLK7 act 0.0, SIAE inh 7, DDE Tn6 FP inh 3 and Tn7 DDE FP 1.
Screening COc1ccccc1C(=O)NCC(=O)NCCc1ccc(Cl)cc1 returned PRMT1 FP inh -1, MBD2 inh -5, TCR CD3 inh 2, LEDGF integ inh -1, TDP2 inh -11, UHRF1 MBD2 ctr -1, proKLK7 act 0.6, SIAE inh 3, DDE Tn6 FP inh 0 and Tn7 DDE FP 5.
`COc1ccc(S(=O)(=O)N(C)C)cc1NCC(=O)Nc1cccc2ccccc12` gave PRMT1 FP inh 2, MBD2 inh 3, TCR CD3 inh -1, LEDGF integ inh -5, TDP2 inh 1, UHRF1 MBD2 ctr 5, proKLK7 act 0.5, SIAE inh -2, DDE Tn6 FP inh -3 and Tn7 DDE FP 1.
For CC(C)(C)NC(=O)COc1ccc(S(=O)(=O)N2CCCC2)cc1 the results were PRMT1 FP inh -2, MBD2 inh -2, TCR CD3 inh 5, LEDGF integ inh 2, TDP2 inh -2, UHRF1 MBD2 ctr 2, proKLK7 act 0.2, SIAE inh 2, DDE Tn6 FP inh 7 and Tn7 DDE FP 2.
`COc1cccc(OC)c1C(=O)Nc1cccc2c1CCCC2` gave PRMT1 FP inh 2, MBD2 inh -6, TCR CD3 inh -3, LEDGF integ inh 2, TDP2 inh 4, UHRF1 MBD2 ctr 3, proKLK7 act -0.9, SIAE inh 2, DDE Tn6 FP inh -2 and Tn7 DDE FP 0.
O=C(C(O)c1ccc(Br)cc1)N1CCC(Nc2ccc3[nH]ncc3c2)CC1 (stereo unspecified) was read as PRMT1 FP inh 17, MBD2 inh -3, TCR CD3 inh 1, LEDGF integ inh 17*, TDP2 inh 4, UHRF1 MBD2 ctr -5, proKLK7 act 0.8, SIAE inh 3, DDE Tn6 FP inh 4 and Tn7 DDE FP -10.
`COc1ccc(CN2CCC[C@]3(N[C@H](c4ccc(C)cc4)[C@@H]4C(=O)N(Cc5ccccc5)C(=O)[C@@H]43)C2=O)cc1` gave PRMT1 FP inh 2, MBD2 inh 10, TCR CD3 inh -4, LEDGF integ inh 3, TDP2 inh -5, UHRF1 MBD2 ctr -1, proKLK7 act -0.6, SIAE inh 0, DDE Tn6 FP inh -3 and Tn7 DDE FP -2.
`O=C(O)c1cccc(NC(=S)NC(NC(=O)c2ccccc2[N+](=O)[O-])C(Cl)(Cl)Cl)c1` (stereo unspecified) gave PRMT1 FP inh -5, MBD2 inh -2, TCR CD3 inh 6, LEDGF integ inh 0, TDP2 inh 2, UHRF1 MBD2 ctr -2, proKLK7 act 0.7, SIAE inh 7, DDE Tn6 FP inh 7 and Tn7 DDE FP 3.
Screening COc1cc(NC(=O)c2ccco2)c(OC)cc1NC(=O)CCC(=O)Nc1cccc(C)c1C returned PRMT1 FP inh -1, MBD2 inh -1, TCR CD3 inh -2, LEDGF integ inh -3, TDP2 inh 5, UHRF1 MBD2 ctr 4, proKLK7 act 0.0, SIAE inh 2, DDE Tn6 FP inh -5 and Tn7 DDE FP 0.
`CCOC(=O)C1(Cc2cccc(Cl)c2)CCCN(C(=O)c2cc(C)n(C)n2)C1` (stereo unspecified) gave PRMT1 FP inh -3, MBD2 inh -2, TCR CD3 inh -5, LEDGF integ inh 5, TDP2 inh -3, UHRF1 MBD2 ctr 4, proKLK7 act 0.3, SIAE inh -1, DDE Tn6 FP inh -6 and Tn7 DDE FP -3.
COc1ccc(/C(N)=N/OC(=O)c2ccco2)cc1OC was read as PRMT1 FP inh -1, MBD2 inh 3, TCR CD3 inh -1, LEDGF integ inh 2, TDP2 inh 6, UHRF1 MBD2 ctr -4, proKLK7 act -0.3, SIAE inh 1, DDE Tn6 FP inh -3 and Tn7 DDE FP 2.

2 entries picked at random from those above, as already listed:
`CCOC(=O)C1(Cc2cccc(Cl)c2)CCCN(C(=O)c2cc(C)n(C)n2)C1` (stereo unspecified) gave PRMT1 FP inh -3, MBD2 inh -2, TCR CD3 inh -5, LEDGF integ inh 5, TDP2 inh -3, UHRF1 MBD2 ctr 4, proKLK7 act 0.3, SIAE inh -1, DDE Tn6 FP inh -6 and Tn7 DDE FP -3.
`COc1ccc(CN2CCC[C@]3(N[C@H](c4ccc(C)cc4)[C@@H]4C(=O)N(Cc5ccccc5)C(=O)[C@@H]43)C2=O)cc1` gave PRMT1 FP inh 2, MBD2 inh 10, TCR CD3 inh -4, LEDGF integ inh 3, TDP2 inh -5, UHRF1 MBD2 ctr -1, proKLK7 act -0.6, SIAE inh 0, DDE Tn6 FP inh -3 and Tn7 DDE FP -2.

Compound activity as filed in PubChem BioAssay.

Not a hit list; overall some 4.6% were active at least once.
